# EBI2 block = EBI2 receptor antagonists, beta-arrestin recruitment, primary screen, cell-based, luminescence, 7a,25-OHC stimulation, uHTS; 7a,25-OHC stimulated; inhibition, % at 5 µM; G-protein coupled receptor 183 (Homo sapiens), P32249; AID 651636, 2012; hit rate 0.81% among 360,000; in the data active means inhibition above about 38%;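 further: enzyme fragment complementation signal reports receptor beta-arrestin coupling in cells; 0% = agonist plus DMSO wells and 100% = wells without agonist; some results beyond the cut were filed as inactive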
# Target sequence (P32249 whole entry, looked up, the tested form may be a part): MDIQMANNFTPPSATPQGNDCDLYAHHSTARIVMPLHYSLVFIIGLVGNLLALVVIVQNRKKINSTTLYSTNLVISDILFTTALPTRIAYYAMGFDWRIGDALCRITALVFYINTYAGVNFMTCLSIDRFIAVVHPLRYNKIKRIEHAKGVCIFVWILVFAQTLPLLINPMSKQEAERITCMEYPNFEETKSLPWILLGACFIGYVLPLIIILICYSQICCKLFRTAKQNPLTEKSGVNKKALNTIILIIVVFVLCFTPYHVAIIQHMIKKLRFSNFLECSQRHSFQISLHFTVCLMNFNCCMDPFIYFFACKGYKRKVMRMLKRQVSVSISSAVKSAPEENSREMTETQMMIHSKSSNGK
# APJ ag = agonists of human apelin receptor APJ, primary screen, CHO-K1 cells, PathHunter beta-arrestin, luminescence | activation, % at 20 µM | hit rate 0.11% among 330,000 | AID 2520, 2010 | P35414 | 0% DMSO wells, 100% apelin;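 active means activation more than six SD over the plate average, tested at 20 µM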;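 further: 0% = DMSO alone and 100% = apelin-13 at 10 nM; some results filed as inactive read as strong as hits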
#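 Assay system: engineered CHO-K1 APJ arrestin reporter cells; Amount: 1000 CHO-K1 reporter cells seeded per well; Dosing: one dose, 20 µM compound, 1% DMSO; Times: compound stimulation 90 min at 25 °C, detection 60 min; Measured by: luminescent beta-gal fragment complementation, chemiluminescent substrate; Read-out: APJ–arrestin association signal; Controls: DMSO vs Apelin-13 10 nM.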
# UPR XBP1 act = activators of adaptive XBP1 UPR arm, primary screen, cell-based, CHO-XBP1 luciferase reporter, luminescence, uHTS; activation, % at 20 µM; IRE1-XBP1 UPR activation; percent of tunicamycin response, DMSO as zero; AID 463104, 2010; hit rate 0.33% among 330,000;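 active means versus positive control, 20 µM dose yields 30% or more activation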;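 further: 100% = tunicamycin at 10 µg/mL and 0% = DMSO only wells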
#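 Material: CHO-XBP1 cells stably carrying IRE1-XBP1-driven luciferase reporter | Medium: F12 with 10% serum | Compound dosing: 20 µM single concentration, DMSO 1% | Incubation: Overnight seeding at 37 °C, 6 h compound treatment at 37 °C | Detection: Steady-Glo luminescence read | Read-out basis: % activation of reporter signal versus tunicamycin and DMSO controls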
# tim23-1 inh = growth inhibitors of tim23-1 mutant yeast, primary screen, luminescence, uHTS; S. cerevisiae tim23-1 growth, BacTiter-Glo luminescence, 24 h; inhibition, % at 20 µM; hit rate 1.3% among 330,000;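 active means growth inhibition of the mutant yeast at or above 50%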;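 further: temperature-sensitive mutant grown at 25 °C; plate controls were DMSO-treated mutant yeast for no effect and medium wells lacking yeast for full effect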
# CXCR6 block = CXCR6 receptor inhibitors, primary screen, cell-based, beta-arrestin, luminescence, CHO-K1 PathHunter, 1536-well | hit rate 0.36% among 360,000 | AID 602244, 2012 | inhibition, % at 20 µM; in the data active means inhibition above about 34%, passing the limit was not always enough;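 further: antagonist mode with CXCL16 agonist at 10 nM final; 0% = 10 nM CXCL16 with DMSO and 100% = unstimulated wells without agonist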
# Target sequence (O00574 whole entry, looked up): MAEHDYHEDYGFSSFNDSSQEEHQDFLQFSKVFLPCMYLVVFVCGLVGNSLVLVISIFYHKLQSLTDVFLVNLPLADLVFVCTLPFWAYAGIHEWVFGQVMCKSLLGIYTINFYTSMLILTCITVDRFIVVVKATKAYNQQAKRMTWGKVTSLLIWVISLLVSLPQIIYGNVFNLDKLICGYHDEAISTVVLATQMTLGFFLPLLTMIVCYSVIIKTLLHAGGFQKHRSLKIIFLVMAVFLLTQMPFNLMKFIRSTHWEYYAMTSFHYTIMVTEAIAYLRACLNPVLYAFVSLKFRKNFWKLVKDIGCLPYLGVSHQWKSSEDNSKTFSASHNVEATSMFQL
# CCR6 antagonist = CCR6 receptor antagonists, primary screen, cell-based, CHO-K1, luminescence, beta-arrestin, uHTS; C-C chemokine receptor type 6 (Homo sapiens), P51684; CHO-K1 CCR6 PathHunter beta-arrestin, CCL20-stimulated; inhibition, % at 20 µM; hit rate 0.49% among 340,000; AID 493098, 2011;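 active means compounds whose inhibition of the agonist-driven luminescence signal at 20 µM reaches about 50%, limit read from the data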;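 further: cells stimulated with CCL20 at 14 nM final; plate controls were DMSO with CCL20 for no effect and DMSO without agonist for full effect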
# Target sequence (P51684 whole entry, looked up): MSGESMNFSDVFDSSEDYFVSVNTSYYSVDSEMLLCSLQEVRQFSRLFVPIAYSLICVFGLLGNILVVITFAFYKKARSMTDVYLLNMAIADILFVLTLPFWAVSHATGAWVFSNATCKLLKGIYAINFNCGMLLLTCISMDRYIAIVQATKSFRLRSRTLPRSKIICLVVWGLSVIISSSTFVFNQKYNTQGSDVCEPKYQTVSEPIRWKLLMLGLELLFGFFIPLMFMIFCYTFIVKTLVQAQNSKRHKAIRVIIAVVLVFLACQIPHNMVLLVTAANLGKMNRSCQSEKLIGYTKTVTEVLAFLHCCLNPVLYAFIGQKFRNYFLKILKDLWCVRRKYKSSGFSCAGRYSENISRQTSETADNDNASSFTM
# UPR CHOP act = activators of apoptotic CHOP UPR arm, primary screen, cell-based, CHO-CHOP luciferase reporter, luminescence, uHTS; UPR activation; percent of tunicamycin response over DMSO baseline; activation, % at 10 µM; hit rate 0.34% among 330,000; AID 449763, 2010;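 active means at 10 µM dose, activation of 40% or more, normalized to positive control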;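 further: 100% = tunicamycin at 10 µg/mL and 0% = DMSO alone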
#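 System: CHO-CHOP luciferase reporter cell line | Buffer or medium: F12 medium containing 10% fetal bovine serum | Doses: One dose, 10 µM in 0.5% DMSO | Times: 6 h compound exposure at 37 °C after overnight seeding | Signal: Luciferase luminescence | Read-out: % activation vs tunicamycin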
# APJ antagonist = antagonists of human apelin receptor APJ, primary screen, CHO-K1 cells, beta-arrestin complementation, luminescence | inhibition, % at 20 µM | hit rate 0.32% among 330,000 | AID 2521, 2010;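 active means inhibition above about 40% at 20 µM, limit read from the data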;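 further: cells challenged with 10 nM apelin-13 agonist together with compound; plate controls were apelin-13 plus DMSO wells for no effect and DMSO wells lacking apelin-13 for full effect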
# Mdm2 MdmX PPI = inhibitors of human Mdm2-MdmX association, primary screen, cell-based, luminescence, split luciferase, SaOS-2, uHTS; Protein Mdm4 (Homo sapiens) + E3 ubiquitin-protein ligase Mdm2 (Homo sapiens), …; SaOS-2 split-luciferase Mdm2/MdmX complementation; inhibition, % at 8 µM; hit rate 3% among 330,000; AID 485346, 2010;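 active means inhibition of at least 50% at 8 µM in the primary screen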
# Numbers without * were called inactive; · = no result given.
SMILES,EBI2 block,APJ ag,UPR XBP1 act,tim23-1 inh,CXCR6 block,CCR6 antagonist,UPR CHOP act,APJ antagonist,Mdm2 MdmX PPI
CS(=O)(=O)N1CCC(C(=O)NCc2ccco2)CC1,-4,-1,1,10,1,-21,2.3,11,16
COc1ccc(NC(=O)c2ccc3c(c2)C(=O)N(Cc2cccnc2)C3=O)c(OC)c1,13,-6,-2,21,0,-5,-1.3,0,-13
Cc1ccc(NC(=O)c2ccccc2)cc1-n1cnnn1,-6,-2,-5,8,-2,-4,-1.3,5,-9
O=C(NN=C1CCCCCCC1)c1ccccn1,-13,-3,-3,3,-6,22,-1.0,12,6
CC(C)C[C@H](NC(=O)[C@@H](O)[C@H](N)Cc1ccccc1)C(=O)O,·,7,-3,2,·,·,-1.1,15,-1
NS(=O)(=O)c1ccc(CCNC(=O)c2cc(-c3ccc(Br)cc3)nc3ccccc23)cc1,-2,1,-2,7,2,15,-0.5,-16,40
Cc1cccc(Nc2ncnc3ccccc23)c1,1,-4,1,9,-3,3,1.9,4,17
COc1cccc(NC(=S)N(CCCN2CCN(C)CC2)Cc2ccco2)c1,-1,-3,-1,6,-2,-2,0.7,-15,-21
Cc1cccc(N2CN(Cc3cccnc3)CNC2=S)c1,-8,-3,1,9,10,2,-0.6,-2,-16
O=C(c1cnccn1)N(c1ccccc1)C1(C(=O)NC2CCCCC2)CCCCC1,-3,0,-2,13,9,10,-2.2,1,16
CCOc1ccc(-c2c(C#N)c(N)nc3sc(C(=O)c4ccccc4)c(N)c23)cc1,42*,-4,-3,-12,14,8,4.1,5,9
CN1CC(=O)N(CC(=O)Nc2ccc(Br)cc2F)C1=O,-4,0,1,2,-8,1,-1.1,-7,20

# Overlap with the part before: three entries; new compounds follow.
SMILES,EBI2 block,APJ ag,UPR XBP1 act,tim23-1 inh,CXCR6 block,CCR6 antagonist,UPR CHOP act,APJ antagonist,Mdm2 MdmX PPI
O=C(c1cnccn1)N(c1ccccc1)C1(C(=O)NC2CCCCC2)CCCCC1,-3,0,-2,13,9,10,-2.2,1,16
CCOc1ccc(-c2c(C#N)c(N)nc3sc(C(=O)c4ccccc4)c(N)c23)cc1,42*,-4,-3,-12,14,8,4.1,5,9
CN1CC(=O)N(CC(=O)Nc2ccc(Br)cc2F)C1=O,-4,0,1,2,-8,1,-1.1,-7,20
Cc1cc(NC(=O)/C=C/c2ccccc2)no1,-6,-4,8,46,1,-6,1.6,6,-40
CCOC(=O)c1ccccc1NC(=O)c1cn(CC)c2nc(C)ccc2c1=O,4,-2,-1,-4,-2,5,1.4,-8,6
COc1cc(C(=O)NCc2nnc(SCC(=O)N3CCCc4ccccc43)o2)cc(OC)c1OC,5,-1,-1,17,0,11,0.3,4,14
O=C(CN1CCN(c2ccc(F)cc2)CC1)N(C1CCCC1)C1CCS(=O)(=O)C1 (stereo not given),-14,-4,-3,5,-1,3,-2.6,-7,1
Cc1ccnc(NS(=O)(=O)c2ccc(NC(=O)C3CC=CCC3C(=O)O)cc2)n1 (stereo not given),-8,-3,-2,18,-2,5,-1.2,-34,-7
COC(=O)c1nnn(-c2ccc(Cl)c(Cl)c2)c1C(=O)OC,-3,-1,1,18,-1,10,2.3,-7,6
Cc1ccc(S(=O)(=O)N/N=C/c2ccc(OCC(=O)N3CCOCC3)cc2)cc1,-6,-2,0,4,5,-7,-1.6,17,3
Cc1cc2c(c(SCC(=O)N(C)c3ccccc3)n1)C(=O)OC2,-6,-2,-1,8,-7,1,-0.6,8,23
O=C1CN(c2cc(Cl)cc(Cl)c2)C(=O)CN1/N=C/c1cccnc1,-9,4,-5,7,-5,0,0.5,13,-12
Cc1cc(C)cc(C(=O)NC(CC(N)=O)c2ccc(N3CCC(Cc4ccccc4)CC3)c([N+](=O)[O-])c2)c1 (stereo not given),0,-3,-1,12,4,8,-1.7,-1,9
CC(C)OC(=O)c1ccc(COc2ccc3ccc(=O)oc3c2)o1,0,-1,14,26,-3,16,5.2,16,13
CCOc1ccc2c(c1)OC(c1ccc(OC)cc1)(C(F)(F)F)NC2=O (stereo not given),-6,-2,15,-13,2,-1,4.4,-21,47
CC(C)N(c1ccccc1)c1ccc(NC(=O)COC(=O)CCN2C(=O)c3cccc([N+](=O)[O-])c3C2=O)cc1,7,3,-2,25,-30,-59,1.9,-5,-9
COCCN1C(=S)NC(c2cccc(C(F)(F)F)c2)C(C(=O)N2CCOCC2)=C1C (stereo not given),4,-2,0,17,0,-2,-1.4,5,-30
O=C(COc1ccccc1)NNC(=S)NC(=O)c1ccccc1,-11,-3,1,-17,10,17,3.5,22,31
CSc1ncc(CN2CCCCC2C(=O)Nc2ccc(Oc3ccccc3)nc2)cn1 (stereo not given),43,-3,-1,8,8,12,-1.8,5,11
C[C@H](CO)N1C[C@H](C)[C@@H](CN(C)S(=O)(=O)c2ccc(Cl)cc2)Oc2ccc(NS(=O)(=O)c3ccccc3)cc2CC1=O,1,-4,0,6,-6,11,-1.5,-14,14
O=C(CSCc1c(F)cccc1Cl)NCc1cccnc1,4,2,0,7,2,11,2.6,-5,-42
COc1cccc(CCN2C(=O)C(=O)N([C@@H](CNCc3ccccc3)Cc3ccccc3F)C[C@@H]2C(C)(C)C)c1,·,-5,-1,25,·,4,0.0,-28,9
CCOC(=O)C1=C(NC(=S)NC(=O)c2ccccc2)c2ccccc2CC1(C)C,4,-3,0,33,8,31,-0.1,-12,51*
O=C1N/C(=N/N=C/c2ccco2)SC1Cc1ccccc1 (stereo not given),-3,-2,4,10,6,-2,2.1,-4,8
COc1ccccc1NS(=O)(=O)NC(=O)c1cn(C)c2ccccc12,1,0,-2,-5,3,1,0.9,0,16
O=C(N/N=C/C(Br)=C/c1ccccc1)c1ccccc1F,-8,1,2,69*,5,16,6.8,0,-45
COc1ccc(N2CC(C(=O)Nc3c(C(N)=O)oc4ccccc34)CC2=O)cc1 (stereo not given),-4,-2,-1,16,0,0,0.9,24,-1
C=CC[C@@H](CC(=O)N[C@@H](CO)Cc1ccccc1)C(=O)N[C@@H](COC(=O)[C@H](CC=C)CC(=O)OC(C)(C)C)Cc1c[nH]c2ccccc12,6,-2,-2,4,5,6,0.6,-2,40
COc1ccccc1-c1cc(C(=O)N/N=C/C=C/c2ccccc2[N+](=O)[O-])c2ccccc2n1,-6,3,0,36,12,1,0.6,9,43
O=C(NCCCN1CCOCC1)c1cc(S(=O)(=O)N2CCN(c3ccccc3)CC2)ccc1Cl,3,-7,-2,2,-11,-5,0.9,7,4
CCOC(=O)Cn1nc(-c2ccccc2)c2cnc3ccc(C)cc3c21,13,-1,1,20,-3,4,2.7,16,28
COc1ccc(CNC(=O)COc2cc(O)c3c(c2)OC(C)(C)CC3=O)c(OC)c1,7,-3,-2,36,-3,6,0.1,-23,5
CC1(C)Cc2c(sc(NC(=O)COc3ccc(Cl)cc3)c2C#N)C(C)(C)N1,4,-1,5,19,-8,5,-0.2,3,10
CC(NC(=S)NC(=O)c1ccccc1)c1ccccc1 (stereo not given),3,-4,3,50*,-1,7,0.3,5,36
COc1cccc(C2NC(c3cccc(OC)c3O)C(C)C(=O)C2C)c1O (stereo not given),3,0,-1,9,6,9,-1.9,6,3
CC(C)(C)OC(=O)CN1C(=O)NC(Cc2c[nH]c3ccccc23)C1=O (stereo not given),0,-4,3,11,-15,11,-2.0,10,13
CN(CCC#N)C(=O)COC(=O)c1ccccc1OCc1ccccc1Cl,3,-2,1,12,-3,0,5.0,11,-4
O=C(CN1CCCC(O)C1)N1c2ccccc2Sc2ccc(C(F)(F)F)cc21 (stereo not given),7,-3,3,21,-2,2,-1.3,10,-17
COc1ccc(-c2ccc(C#N)c(SCC(=O)Nc3sc4c(c3C#N)CCC4)n2)cc1,16,-1,0,-5,5,4,-1.7,4,34
CCOc1ccc(NC(=O)CN(c2ccc(OC)cc2)S(=O)(=O)c2cccs2)cc1,4,2,-2,-2,7,17,-0.1,2,11
COc1ccc(N2CCN(C(=O)CN(C)S(=O)(=O)c3cnc[nH]3)CC2)cc1,-8,2,0,7,2,-8,-0.3,-2,5
CCOC(=O)CN1C(=O)CN(c2ccc(C)cc2)C1=O,-5,-1,-3,8,-3,3,3.4,-19,-62
CCOC(=O)C1CCN(S(=O)(=O)c2ccc(C)cc2)CC1,-1,-3,-2,30,-1,9,-0.3,-1,8
CC(C)CCn1c(SCC(N)=O)nc2c1c(=O)n(C)c(=O)n2C,-17,0,0,6,-3,0,1.0,7,-2
CC(C)c1nc(N2CCN(C(=O)c3ccco3)CC2)c(C#N)c2c1COC(C)(C)C2,-62,8,-6,34,-7,-8,0.7,6,16
COc1ccc(NC(=O)c2sc3nc(N4CCCC4)c4c(c3c2N)CC(C)(C)OC4)c(OC)c1,0,-3,-2,9,1,-8,1.8,1,33
CNCC(O)Cn1c2c(c3ccccc31)CCCC2 (stereo not given),-9,1,1,1,1,4,-0.8,12,-25
COc1cc(Cl)c(C)cc1NC(=O)CSc1nc2ccccc2o1,9,1,-2,21,8,18,-0.9,4,27
N#C/C(=C\c1c(Oc2ccccc2F)nc2ccccn2c1=O)C(=O)NC1CCS(=O)(=O)C1 (stereo not given),-1,1,-7,9,4,8,-0.9,-10,22
Nc1nc(NCCCN2CCOCC2)nc(Nc2ccccc2)c1[N+](=O)[O-],-8,1,2,-1,-4,1,3.1,10,-6
COc1cccc(OC)c1C(=O)Nc1nnc(-c2cccs2)s1,8,2,0,22,9,5,1.6,4,-15
CCNc1c([N+](=O)[O-])c(=O)n(CC)c2ccccc12,6,4,2,6,-1,-15,-1.3,4,-2
CCOCCn1c(SCC)nc2c1c(=O)[nH]c(=O)n2C,-2,-4,-1,9,3,-8,-0.9,-8,6
O=C(/C=C/Nc1ccc(F)cc1)c1cccs1,-6,-2,-9,17,2,5,-2.5,22,-174
CC(C)NCCOCCSc1ccc(Cl)cc1,5,-4,-1,5,-4,-12,2.2,16,8
O=C(CSc1ccc2nnc(-c3cccnc3)n2n1)Nc1ccc(F)cc1,7,-1,-6,6,-1,0,3.0,-66,25

# Assay outcomes (PubChem BioAssay)

# Some of the compounds tested. The share of hits here may be higher or lower than overall.
